# Screening data deposited in PubChem by National Center for Advancing Translational Sciences (NCATS).
# Abeta rescue: qHTS for compounds that reverse cellular toxicity of Amyloid beta (A-beta) peptide in yeast: Primary Screen; yeast expressing A-beta42, growth rescue, OD600, 48 h; response scale: 0% DMSO, 100% iron-clioquinol control; 410,000 tested, 0.063% active; Potency, µM (highest dose often 46.1 µM), for inactives: at the top dose growth rescue, actives largely listed as activators; note: potency is the fitted concentration of half-maximal effect; nearly all actives have a fitted effect of over 55% in size
#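 Yeast A-beta toxicity model in growth medium with pinned compounds, 48 h at 30 C; growth read as absorbance at 600 nm. Normalized to FeCl3/clioquinol equimolar mix (positive) and DMSO (negative).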
# PLK1 PBD block: qHTS for Inhibitors of PLK1-PDB (polo-like kinase 1 - polo-box domain): Primary Screen | Plk1 PBD binding of FITC phosphopeptide, fluorescence polarization | Potency, µM, for the others: max response, negative = inhibition, most hits filed as inhibitors | AID 720504, 2013 | 360,000 tested, 2.8% active; note: potency is the fitted concentration of half-maximal effect; series mostly up to about 57 µM; % is set by controls: 0 for no effect and ±100 for the full control effect; nearly all actives have a fitted effect of over 65% in size
# EPAC1 agonist: qHTS for Agonist of cAMP-regulated guanine nucleotide exchange factor 3 (EPAC1): primary screen. 360,000 tested, 0.073% active. EPAC1 agonist qHTS, biochemical assay; response scale: 100% = response to 6.5 mM cAMP. AID 720707, 2013. Rap guanine nucleotide exchange factor 3 (Homo sapiens), O95398. Potency, µM (top dose mostly 154 µM), for the others: at the top dose activation, usual class: activators; note: potency is the fitted concentration of half-maximal effect; nearly all actives have a fitted effect of over 60% in size
# Target sequence (O95398 whole entry, looked up): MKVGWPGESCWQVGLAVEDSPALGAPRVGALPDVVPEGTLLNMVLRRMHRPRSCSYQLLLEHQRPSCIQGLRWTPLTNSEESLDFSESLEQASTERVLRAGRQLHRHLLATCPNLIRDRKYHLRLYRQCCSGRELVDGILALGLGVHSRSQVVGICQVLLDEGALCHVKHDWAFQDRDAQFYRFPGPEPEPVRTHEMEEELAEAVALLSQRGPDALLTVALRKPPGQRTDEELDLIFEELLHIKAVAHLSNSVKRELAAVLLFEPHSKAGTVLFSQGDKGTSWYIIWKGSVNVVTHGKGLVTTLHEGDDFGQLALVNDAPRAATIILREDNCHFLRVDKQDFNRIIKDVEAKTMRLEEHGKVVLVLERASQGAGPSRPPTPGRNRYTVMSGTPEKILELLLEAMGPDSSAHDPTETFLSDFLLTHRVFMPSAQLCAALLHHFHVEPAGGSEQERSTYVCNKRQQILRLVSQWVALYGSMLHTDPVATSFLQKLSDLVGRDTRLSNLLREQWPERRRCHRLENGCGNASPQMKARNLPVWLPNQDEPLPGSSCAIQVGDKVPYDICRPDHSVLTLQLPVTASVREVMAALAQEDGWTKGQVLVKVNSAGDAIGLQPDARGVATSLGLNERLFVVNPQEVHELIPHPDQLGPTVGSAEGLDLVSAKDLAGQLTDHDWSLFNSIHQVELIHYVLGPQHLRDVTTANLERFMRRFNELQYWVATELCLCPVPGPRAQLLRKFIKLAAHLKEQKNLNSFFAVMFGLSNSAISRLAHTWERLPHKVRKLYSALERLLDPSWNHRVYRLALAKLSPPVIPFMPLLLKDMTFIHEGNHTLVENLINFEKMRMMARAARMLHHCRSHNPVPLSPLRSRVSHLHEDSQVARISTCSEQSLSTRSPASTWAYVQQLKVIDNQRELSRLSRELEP
#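 Nucleotide exchange assay: 100 nM EPAC1 with 250 nM Rap1B loaded with BODIPY-GDP and 50 uM GDP, room temperature. Fluorescence (480/540 nm) read every 5 min for 30 min; signal change normalized to 6.5 mM cAMP as full agonist.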
# IL-2 act: qHTS of IL-2 Activators. AID 652025, 2013. 360,000 tested, 0.065% active. activation, % (series mostly up to about 46 µM). IL-2 activation reporter assay, cell-based qHTS; stimulated with anti-CD3/CD4/CD28 beads; in transgenic mouse T cells; in the data active = activation above about 50%; inconclusive = mostly about 30% to 49%; note: 0% is about no effect
#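 Screening format: compound pinned onto unstimulated transgenic mouse T cells, 60 min incubation, then anti-CD3/anti-CD4/anti-CD28 bead stimulation for 18 hours at 37 degrees C, followed by EGFP and DsRed detection.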
# PI5P4K alpha inh: qHTS for Inhibitors of phosphatidylinositol 5-phosphate 4-kinase (PI5P4K); Phosphatidylinositol 5-phosphate 4-kinase type-2 alpha (Homo sapiens), P48426; PI5P4Kalpha enzyme, ADP-Glo luminescence, 60 min; hits give low values; max response, %; 330,000 tested, 1.2% active; AID 652105, 2013; active = max response of -50% or lower; inconclusive = between -30% and -50%; inactive = -30% or higher; note: value at the top dose of about 77 µM; % is set by controls: 0 for no effect and ±100 for the full control effect
#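 ADP-Glo luminescence end-point read after a 60 min room-temperature kinase reaction of PI5P4Kalpha plus substrate, initiated with ATP at 5 microM final. Buffer: 0.038 M HEPES pH 7.4, EGTA, 0.1% CHAPS, 5% DMSO.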
# WRN helicase inh: qHTS for Inhibitors of WRN Helicase. WRN helicase unwinding, fluorescent forked duplex, kinetic. Potency, µM (doses to about 114 µM), for inactives: top-dose activity change, negative = inhibition, hits mostly inhibitors. 360,000 tested, 0.46% active; note: potency is the fitted concentration of half-maximal effect; % is set by controls: 0 for no effect and ±100 for the full control effect; nearly all actives have a fitted effect of over 55% in size
#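 Kinetic red-fluorescence monitoring (525/598 nm) tracks WRN helicase activity after 100 nM fluorophore-quencher forked duplex and 2 mM ATP are added to 20 nM enzyme pretreated 15 min at room temperature with compound.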
# aSyn yeast inh: qHTS of alpha-syn Inhibitors; Yeast expressing alpha-synuclein, growth rescue, BacTiter-Glo, 24 h; Potency, µM (doses to about 46.1 µM), without a hit: at the top dose growth rescue (activation), most hits filed as activators; 370,000 tested, 0.14% active; note: potency is the fitted concentration of half-maximal effect; % of control where 0% means no effect; nearly all actives have a fitted effect of over 65% in size
#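 Rescue of yeast growth: cells expressing toxic alpha-synuclein, induced in galactose at OD600 0.02, incubated with compound 24 h at 30 C. ATP luminescence quantified growth; inhibitors of toxicity appear as activators.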
# EPAC1 antag: qHTS for Antagonist of cAMP-regulated guanine nucleotide exchange factor 3 (EPAC1): primary screen. Rap guanine nucleotide exchange factor 3 (Homo sapiens), O95398. EPAC1 GEF assay, Rap1b-BODIPY-GDP exchange fluorescence. Potency, µM (highest dose often 115 µM), inactives show at the highest dose activity change, negative = inhibition, most hits filed as inhibitors. 360,000 tested, 0.14% active. AID 720709, 2013;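 note: potency is the fitted concentration of half-maximal effect; plate controls were vehicle for no effect and positive control for full effect; nearly all actives have a fitted effect of over 50% in size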
# FUS yeast rescue: qHTS for Suppressors of FUS Proteinopathy: Primary screen using FUS-linked yeast assay. 390,000 tested, 0.24% active. S. cerevisiae FUS-expressing, growth rescue, OD600, 24 h. Potency, µM (series often up to 76.6 µM), without a hit: at the highest dose growth rescue (activation), hits mostly activators;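 note: potency is the fitted concentration of half-maximal effect; plate controls were DMSO vehicle for no effect and reference control for full effect; nearly all actives have a fitted effect of over 55% in size; some results filed as inactive show a strong effect at the top dose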
#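 Absorbance at 600 nm, taken 24hr after compound addition, measured rescue of FUS-yeast growth at 30C. Induction used 2% galactose with seeding at OD 0.005. Controls: CP55940 from 92uM final, DMSO only.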
# Active calls of the source: *; ? = inconclusive; . = not tested or not shown; & = joins results of further samples; [ ] = another dose, or the depositor's remark. Unless noted, calls come from the whole dose curve; as a rule, active = well fitted curve in the direction sought with a large enough effect; inconclusive = small, poorly fitted or top-dose-only effect, or another doubt; inactive = no such curve, though single readings can be large; an effect the other way counts as inactive or inconclusive.
compound	Abeta rescue	PLK1 PBD block	EPAC1 agonist	IL-2 act	PI5P4K alpha inh	WRN helicase inh	aSyn yeast inh	EPAC1 antag	FUS yeast rescue
O=C(CNC(=O)c1ccc(Br)o1)Nc1cccc(-c2cnc3ccccc3n2)c1	-2%	-8%	0%	-0.4	-11	1%	-10%	3%	31%
Cc1ccc(NC(=O)COC(=O)c2cc(Cl)ccc2Cl)c(Br)c1	-2%	-1%	-4%	2.9	1	-2%	-1%	4%	.
O=C(c1ccc(F)cc1)N1CCC(N2CCOCC2)CC1	7%	0%	-1%	-1.3	-10	1%[57.1 µM]	0%	-1%	-12%
CC1(C)NC(=O)N(CC(=O)N2CCN(S(=O)(=O)c3ccccc3C(F)(F)F)CC2)C1=O	-3%	-8%	9%	7.1	4	?	1%	-12%	.
Cn1c2c(c(=O)n(C)c1=O)CS(=O)c1ccccc1N2 (stereo not given)	-6%	-7%	-9%	0.5	22	11%[57.1 µM]	-7%	6%	1%
Clc1ccccc1C1CC(c2ccccc2)Nc2ncnn21 (stereo not given)	20%	-5%	2%	-2.3	-5	6%	-14%	-8%	5%
O=C(Oc1ccc(=O)n(-c2ccccc2)n1)c1ccc(Cl)cc1	-36%[inhibitor]	?	5%	-2.9	2	-27%	-7%	-9%	9%
CC(=O)C1=C(O)CCC1=NCCc1ccccc1	18%	-2%	-4%	-1.0	.	0%	-8%	16%	-29%
O=C(Oc1coc(CSc2ncccn2)cc1=O)c1ccccc1[N+](=O)[O-]	26%	-15%	-6%	0.9	1	-7%	4%	5%	-6%
N#Cc1cc(S(=O)(=O)c2ccc(F)cc2)c(N)[nH]c1=O	1%	-5%	11%	0.9	5	-4%	?	2%	-21%
O=c1[nH][nH]c2cc(=O)n(-c3ccc(Cl)cc3)nc12	-14%	-21%	-7%	-1.0	-27	?	-9%	-8%	19%
CCN(C(=O)COC(=O)c1cccs1)c1c(N)n(Cc2ccccc2)c(=O)[nH]c1=O	4%	-5%	2%	4.1	3	-8%	-1%	-14%	0%
Oc1cc2c(cc1O)C(c1ccccc1)CNCC2 (stereo not given)	-22%	2%	-8%	0.2	1	6%	-9%&-3%	10%	-40%
Cc1cc(S(=O)(=O)NCc2ccc3c(c2)OCO3)ccc1F	2%	-3%	-6%	-1.0	1	-5%	0%	-18%	-14%
CCOC(=O)C1C(c2cc(OC)c(O)c(OC)c2)NC(=S)NC1(O)C(F)(F)F (stereo not given)	-20%	-6%	-5%	-0.1	-10	10%	4%	-3%	.
CCOC(=O)c1[nH]c2ccc(OC)cc2c1C	-4%	-12%	1%	-3.8	2	-25%	9%	1%	.
Cn1c(COc2ccc3ccccc3c2)nnc1SCC(=O)O	8%	-1%	-4%	-2.8	-10	-2%	0%	0%	-10%
CCCC1COC(Cn2cncn2)(c2ccc(C)cc2)O1 (stereo not given)	-70%[inhibitor]	-3%	2%	-2.0	.	-5%	?	7%	-2%
CCc1cccc(CC)c1NC(=S)NCC(c1cccnc1)N(C)C (stereo not given)	-13%	-12%	-4%	-1.1	2	6%	-1%	-21%	23%
O=C(NCc1cccs1)C1CCC(CNS(=O)(=O)c2ccc(Br)s2)CC1 (stereo not given)	10%	-2%	-8%	4.5	1	-4%	5%	-2%	-1%
Cc1ccc(CN2CCN(CC(=O)N3CCC(C(N)=O)CC3)C2=O)cc1	-9%	4%	-1%	-1.1	1	1%	1%	14%	-9%
CCOC(=O)c1ccc(OCCOc2cccc(C)c2)cc1	16%	-3%	-9%	0.5	15	4%	0%	-5%	-14%
CC(=O)Nc1ccc(N2CCC(C)CC2)c([N+](=O)[O-])c1	2%	1%	3%	-0.2	0	8%	4%	0%	3%
Cc1ccc(Nc2ccncc2S(N)(=O)=O)cc1	-8%	5%	-6%	-0.5	1	0%	-5%	3%	-7%
Cc1nnc(SCc2ccccc2)[nH]c1=O	?	-6%	5%	2.8	-18	-6%	-7%	-14%	3%
O=C(Nc1ccc(N2CCOCC2)c(Cl)c1)c1ccccc1Cl	?	-10%	-1%	1.1	-5	-1%	-8%	2%	22%
Cc1nc2cc(NCc3cc([N+](=O)[O-])ccc3O)ccc2n1Cc1ccccc1	3%	-9%	-2%	-1.8	-1	-4%	11%	-7%	3%
CS(=O)(=O)N(CC(=O)Nc1ccccc1C(=O)NCc1ccco1)c1ccc2c(c1)OCCO2	15%	-1%	4%	-2.3	.	1%	-13%	6%	24%
Clc1ccc(Nc2ncnc3c2cnn3-c2ccccc2)cc1	5%	-4%	3%	-3.1	.	-7%	-10%	-11%	-16%
O=C(CC1C(=O)NCCN1Cc1ccc(F)c(F)c1)NCCn1cccn1 (stereo not given)	-7%	-16%	3%	0.1	10	7%	-19%	6%	14%
COc1cccc(OCCn2ccnc2)c1	-16%	-8%	4%	-2.2	.	-9%	-4%	-1%	34%
Cc1cc(CN(C)C(=O)CC2C(=O)NCCN2Cc2ccc(F)c(F)c2)on1 (stereo not given)	4%	-3%	1%	-1.5	-4	2%[57.1 µM]	-1%	?	7%
CC1(C)NC(=O)N(CC(=O)Nc2ccc(-c3ccccc3)cc2)C1=O	0%	0%	9%	0.2	2	4%	2%	0%	-35%
O=S1(=O)CCN(Cc2ccccc2Cl)CC1	5%	-4%	-13%	-1.6	-9	-19%	-6%	-3%	.
CCC(Sc1nccn1C)C(=O)Nc1nnc(C)s1 (stereo not given)	-13%	0%	-7%	-3.1	-13	2%	-3%	10%	-9%
CCOC(=O)c1ccc(NC(=O)N2CCN(Cc3ccccc3)CC2)cc1	-6%	-17%	-8%	-3.1	-3	-8%	-1%	?	-3%

# The closing two compounds of the section above come first, to join the parts.
compound	Abeta rescue	PLK1 PBD block	EPAC1 agonist	IL-2 act	PI5P4K alpha inh	WRN helicase inh	aSyn yeast inh	EPAC1 antag	FUS yeast rescue
CCC(Sc1nccn1C)C(=O)Nc1nnc(C)s1 (stereo not given)	-13%	0%	-7%	-3.1	-13	2%	-3%	10%	-9%
CCOC(=O)c1ccc(NC(=O)N2CCN(Cc3ccccc3)CC2)cc1	-6%	-17%	-8%	-3.1	-3	-8%	-1%	?	-3%
Cc1ccc(S(=O)(=O)NC(=O)Nc2ccccc2)cc1	-9%	2%	2%	2.6	0	3%	-1%	2%	-4%
COc1cccc(NC(=O)CN(C)C(=O)Cc2ccc3c(c2)OCCO3)c1	-14%	-3%	-3%	0.3	2	-12%	1%	-18%	6%
COc1cccc(CN2CCCC(N3CCc4ccccc4C3)C2)c1O (stereo not given)	0%	-9%	7%	-2.3	3	2%	-9%	-3%	6%
COC(=O)CCn1nnc(-c2cccs2)n1	4%	2%	0%	-1.7	-8	-3%	-1%	5%	9%
O=c1c2ccccc2cnn1-c1ccc2ccccc2c1	-12%	-8%	2%	-3.9	.	-4%	1%	-10%	1%
CCOC(=O)CN1CC23C=CC(O2)C(C(=O)NCCc2ccccc2)C3C1=O (stereo not given)	-22%	-12%	-1%	-2.0	-1	1%	0%	-12%	-14%
CCOC(=O)C1=NN(c2ccccc2)C2=NC(C)=C(C(=O)OC)C(c3ccc(C)cc3)N12 (stereo not given)	-1%	-7%	19%	1.0	-3	3%	-6%	-4%	.
O=C(NNc1nc(-c2ccc(Cl)cc2)cs1)c1ccco1	-1%	-20%	-1%	0.2	-9	-3%	1%	-1%	.
COC(=O)c1scc(C)c1S(=O)(=O)Nc1ccc(C)cc1	-16%	?	2%	0.5	0	-13%	6%	3%	5%
O=C(CCC(=O)N1CCOc2ccccc21)Nc1ccc(F)cc1F	22%	-8%	3%	-3.5	5	-4%	4%	-9%	-18%
N/C(=N\OC(=O)c1ccccc1Br)c1ccc([N+](=O)[O-])cc1	-8%	-4%	9%	0.3	0	-21%	0%	9%	15%
O=S(=O)(NCc1ccc2c(c1)OCO2)c1c(F)cc(F)cc1Br	16%	-4%	-2%	0.2	-12	-5%	13%	9%	11%
O=C(COc1ccc2c3c(c(=O)oc2c1)CCC3)NCCCN1CCOCC1	-5%	-5%	-5%	-1.5	0	0%	-5%	1%	-5%
CC1CC(C)CN(C(=O)/C(=C\c2ccccc2)c2ccccc2)C1 (stereo not given)	-75%[inhibitor]	-5%	-1%	0.1	-1	9%	-20%	-9%	.
O=C(Nc1ccccc1NS(=O)(=O)c1ccc(F)cc1)C1CCC1	-4%	1%	-3%	-4.1	3	1%[57.1 µM]	0%	-1%	1%
CC1CCCC(C)N1/N=C/c1cccc(Br)c1 (stereo not given)	-13%	0%	1%	-2.7	-3	1%	0%	1%	-2%
Cc1cccc(-c2ncc(CN3CCC(CO)(CCCc4ccccc4)CC3)cn2)c1	-19%	-3%	0%	0.8	-1	-11%	-4%	2%	19%
Cc1cc(C)c(C#N)c(SCC(=O)C2CC2)n1	-8%	-8%	11%	0.8	5	-3%	3%	-9%	10%
C=CCc1cccc(C=Nc2cc(Br)ccc2O)c1O	19%	19%	-10%	1.7	1	-30%[57.1 µM]	-1%	13%	-10%
C[C@H]1CN([C@@H](C)CO)C(=O)CCCn2nncc2CO[C@H]1CN(C)C(=O)c1cc(-c2ccccc2)on1	-4%	3%	-21%	-1.9	1	4%	-1%	-5%	8%
